BioA inh: M. tuberculosis BioA enzyme inhibitors, primary screen, biochemical, plate reader, single point, HTS. purified M. tuberculosis BioA enzyme. AID 602481, 2012. inhibition, % at 9.99 µM. hit rate 0.096% among 360,000; in the data active = inhibition above about 40%
An asterisk follows results filed as active. Only part of the results is shown; rates above refer to the full screens.

mol | BioA inh
C=CCNC(=O)[C@H]1[C@@H]2C(=O)O[C@@H](c3ccccc3)[C@@H](c3ccccc3)N2[C@@H](c2ccccc2OCCO)[C@]12C(=O)N(C(=O)OCCOC)c1ccc(C#Cc3ccc(OC)cc3)cc12 | -2.7
C[C@@H]1CN([C@H](C)CO)S(=O)(=O)c2ccc(C#Cc3ccccc3)cc2O[C@H]1CN(C)C(=O)Nc1ccccc1 | -3.0
C[C@@H]1CCCCO[C@@H](CN(C)C(=O)Nc2ccc3c(c2)OCO3)[C@@H](C)CN([C@@H](C)CO)C(=O)c2cc(NS(=O)(=O)c3ccccc3)ccc2O1 | 0.8
CN(C)CC(=O)N1[C@@H](C#N)[C@H](c2ccc(C#CC3CCCCC3)cc2)[C@@H]1CO | -0.2
C[C@@H]1CN([C@@H](C)CO)S(=O)(=O)c2ccc(C#Cc3ccc(F)cc3)cc2O[C@@H]1CN(C)S(C)(=O)=O | 5.8
Cc1noc(C)c1NC(=O)N(C)C[C@H]1Oc2ccc(NC(=O)CCN3CCOCC3)cc2CC(=O)N([C@@H](C)CO)C[C@H]1C | -9.2
Cc1noc(C)c1S(=O)(=O)Nc1cccc2c1O[C@@H](CN(C)C(=O)NC(C)C)[C@@H](C)CN([C@H](C)CO)C2=O | -3.1
O=C(Nc1ccccc1)N1C[C@@H]2[C@H](c3ccccc31)[C@H](CO)N2C(=O)c1ccncc1 | -1.5
COCc1cn(CC[C@@H]2CC[C@@H](NC(=O)Nc3ccccc3)[C@@H](CO)O2)nn1 | -1.8
CNC[C@@H]1OCCCC[C@@H](C)Oc2ccc(NC(=O)C3CCCCC3)cc2C(=O)N([C@H](C)CO)C[C@H]1C | -3.6
COc1ccc(S(=O)(=O)N(C)C[C@@H]2OCCCC[C@@H](C)Oc3ccc(NC(=O)Nc4cccc5ccccc45)cc3C(=O)N([C@H](C)CO)C[C@@H]2C)cc1 | -0.8
COc1cccc(-c2ccc3n(c2=O)C[C@@H]2N[C@H]3[C@H](C(=O)N3CCCCC3)[C@H]2CO)c1 | 0.5
O=C(C[C@H]1CC[C@H]2[C@@H](COC[C@H](O)CN2Cc2nccs2)O1)NCc1ccccc1 | -1.1
COc1ccc(NC(=O)N2CCCCN3[C@H](C2)[C@@H](c2ccc(C4=CCCC4)cc2)[C@@H]3CO)cc1 | -5.1
C[C@H]1CN([C@@H](C)CO)C(=O)c2cc(-c3cccnc3)cnc2O[C@@H]1CN(C)C(=O)c1cccc(F)c1 | -1.1
Cc1ccc(S(=O)(=O)Nc2ccc3c(c2)CC(=O)N([C@@H](C)CO)C[C@@H](C)[C@@H](CN(C)Cc2ccccc2)O3)cc1 | -0.7
C[C@H]1CN([C@@H](C)CO)C(=O)c2cc(/C=C/c3ccccc3)cnc2O[C@@H]1CN(C)S(=O)(=O)c1cn(C)cn1 | 1.8
CCCC(=O)Nc1ccc2c(c1)C(=O)N(C)C[C@@H](OC)[C@H](C)CN(C(=O)Cc1ccccn1)[C@H](C)CO2 | 4.6
O=C(Nc1ccc(Cl)cc1)N1C[C@H]2[C@@H](c3ccccc31)[C@H](CO)N2C(=O)c1cccnc1 | -1.1
C[C@H](CO)N1C[C@H](C)[C@H](CN(C)C(=O)Nc2ccccc2)OCCCC[C@H](C)Oc2ccc(NC(=O)C3CCCCC3)cc2C1=O | -2.7
COc1cccc(CNC(=O)c2cc3c(c(-c4cccc(-c5cccc(C#N)c5)c4)n2)[C@H](CCO)N([S@@](=O)C(C)(C)C)C3)c1 | 12
CO[C@@H]1CN(C)C(=O)c2cc(NS(=O)(=O)CC(F)(F)F)ccc2OC[C@@H](C)N(Cc2cccnc2)C[C@@H]1C | 1.4
O=C(NCC[C@@H]1CC[C@@H](NC(=O)C2CCCC2)[C@H](CO)O1)c1ccc(F)cc1 | 3.5
CCN1[C@@H]2c3ccc(C4=CCCCC4)c(=O)n3C[C@@H]2[C@@H](CO)[C@@H]1C(=O)NC1Cc2ccccc2C1 | 1.0
CC(C)NC(=O)N(C)C[C@@H]1Oc2ccc(NC(=O)CCCN(C)C)cc2C(=O)N([C@H](C)CO)C[C@H]1C | 7.5
C[C@H](CO)N1C[C@H](C)[C@H](CN(C)Cc2ccccc2F)Oc2cc(C#CCN(C)C)ccc2S1(=O)=O | 0.5
CO[C@@H]1CN(C)C(=O)c2cc(NC(=O)c3ccc4c(c3)OCO4)ccc2OC[C@@H](C)NC[C@@H]1C | 0.8
COc1ccccc1S(=O)(=O)N[C@@H]1C=C[C@H](CC(=O)N2CCCCC2)O[C@@H]1CO | -1.0
CCNC(=O)[C@H]1[C@H](CO)[C@H]2Cn3c(ccc(/C=C/c4ccccc4)c3=O)[C@@H]1N2C(C)=O | -0.7
NCC[C@H]1CC[C@H](NC(=O)CCN2CCCCC2)[C@@H](CO)O1 | -3.0

Reprinted from the part before: 2 compounds, followed by the next part.
mol | BioA inh
CCNC(=O)[C@H]1[C@H](CO)[C@H]2Cn3c(ccc(/C=C/c4ccccc4)c3=O)[C@@H]1N2C(C)=O | -0.7
NCC[C@H]1CC[C@H](NC(=O)CCN2CCCCC2)[C@@H](CO)O1 | -3.0
CCC(=O)Nc1ccc2c(c1)OC[C@H](C)N(C(=O)c1ccncc1)C[C@H](C)[C@H](OC)CN(C)C2=O | -2.4
C[C@@H]1CN([C@@H](C)CO)C(=O)c2cc(NC(=O)Nc3ccc4c(c3)OCO4)ccc2O[C@@H](C)CCCCO[C@@H]1CN(C)S(=O)(=O)c1ccccc1 | -0.7
COc1cccc(-c2ccc3c(c2)O[C@@H](CN(C)C(=O)C2CCC2)[C@@H](C)CN([C@H](C)CO)S3(=O)=O)c1 | 0.1
CO[C@@H]1CN(C)C(=O)c2ccc(NS(C)(=O)=O)cc2OC[C@@H](C)N(S(=O)(=O)CC(F)(F)F)C[C@H]1C | -0.2
C[C@@H]1CCCCO[C@H](CN(C)Cc2ccc(C(F)(F)F)cc2)[C@H](C)CN([C@H](C)CO)C(=O)c2cc(NC(=O)c3ccccc3)ccc2O1 | -1.9
OC[C@@H]1[C@@H](c2ccc(-c3ccccc3)cc2)[C@@H]2CN(Cc3ccccn3)CCCCN12 | -4.3
CS(=O)(=O)N1[C@@H](C#N)[C@H](c2ccccc2)[C@@H]1CO | -0.5
C[C@@H]1CN([C@@H](C)CO)S(=O)(=O)c2ccc(-c3cccc(F)c3)cc2O[C@H]1CN(C)C(=O)c1cccc(F)c1 | 4.4
C[C@@H]1CN([C@@H](C)CO)C(=O)c2cc(NC(=O)Nc3ccc(C(F)(F)F)cc3)ccc2O[C@@H]1CN(C)S(C)(=O)=O | 4.3
C[C@@H]1CN([C@@H](C)CO)S(=O)(=O)c2ccc(-c3ccccc3)cc2O[C@H]1CN(C)C(=O)c1ccc2c(c1)OCO2 | 3.0
C[C@@H]1CN([C@@H](C)CO)C(=O)Cc2cc(NC(=O)CCCCCC(=O)Nc3ccccc3N)ccc2O[C@@H]1CN(C)Cc1ccc(Oc2ccccc2)cc1 | -5.3
CC(C)NC(=O)N(C)C[C@@H]1Oc2c(NS(C)(=O)=O)cccc2C(=O)N([C@H](C)CO)C[C@H]1C | 0.2
CCOc1ccc(N2C(=O)CS(=O)(=O)C2c2ccccc2)cc1 (stereo not drawn) | -0.4
CO[C@@H]1CN(C)C(=O)c2ccc(NS(=O)(=O)c3ccc(C)cc3)cc2OC[C@H](C)N(Cc2nccs2)C[C@H]1C | -1.3
O=C(CN1CCOCC1)NCC[C@H]1CC[C@H](NC(=O)c2ccccc2F)[C@@H](CO)O1 | -2.1
Cc1noc(C)c1NC(=O)Nc1ccc2c(c1)C(=O)N([C@@H](C)CO)C[C@H](C)[C@@H](CN(C)Cc1ccc3c(c1)OCO3)OCCCC[C@@H](C)O2 | 4.0
C[C@@H](O)C#Cc1cnc2c(c1)C(=O)N([C@@H](C)CO)C[C@H](C)[C@H](CN(C)C(=O)Nc1ccc(F)cc1)O2 | -0.5
O=S(=O)(c1ccc(F)cc1)N1CC[C@@H]2[C@H]1c1cc(Br)ccc1N[C@@H]2CO | 15
COc1cccc(-c2ccc3c(c2)O[C@H](CN(C)C(=O)c2ccccc2F)[C@H](C)CN([C@@H](C)CO)S3(=O)=O)c1 | -5.3
C[C@@H]1CN([C@@H](C)CO)S(=O)(=O)c2ccc(C#CCN(C)C)cc2O[C@@H]1CN(C)C | -4.9
COc1ccc(NC(=O)N(C)C[C@H]2Oc3ccc(NC(=O)Cn4cnnn4)cc3C(=O)N([C@@H](C)CO)C[C@@H]2C)cc1 | -1.8
O=C(C[C@@H]1C[C@@H]2c3cc(NC(=O)c4cccnc4)ccc3O[C@@H]2[C@H](CO)O1)NCc1ccccc1F | 12
COc1cccc(C#Cc2ccc([C@H]3[C@H](C#N)N(C(=O)C4CCC4)[C@H]3CO)cc2)c1 | -5.9
COc1ccc(NC(=O)N(C)C[C@H]2Oc3cc(-c4ccc(C)cc4)ccc3S(=O)(=O)N([C@@H](C)CO)C[C@H]2C)cc1 | 2.3
O=C(Nc1ccccc1F)N[C@@H]1CC[C@H](CCNC(=O)C2CCOCC2)O[C@@H]1CO | 2.9
CCC(=O)Nc1ccc2c(c1)OC[C@H](C)N(Cc1ccncc1)C[C@H](C)[C@@H](OC)CN(C)C2=O | -0.4
O=C(C[C@@H]1C[C@H]2c3cc(NC(=O)CC4CC4)ccc3O[C@H]2[C@H](CO)O1)NCc1cc(F)ccc1F | 2.4
CCN(C[C@H]1N[C@H](CO)[C@H]1c1ccc(-c2ccc(F)cc2)cc1)C(=O)COC | 19
C[C@@H]1CN([C@H](C)CO)C(=O)c2cc(NS(=O)(=O)c3ccccc3)ccc2O[C@@H](C)CCCCO[C@H]1CN(C)C(=O)Nc1ccc(C(F)(F)F)cc1 | -0.2
COc1cccc(NC(=O)N[C@@H]2CC[C@@H](CC(=O)N3CCCCC3)O[C@H]2CO)c1 | -0.9
Cc1noc(C)c1S(=O)(=O)N(C)C[C@H]1Oc2ccc(NC(=O)C3CCCCC3)cc2CC(=O)N([C@@H](C)CO)C[C@H]1C | -0.8
CCN(C[C@@H]1[C@@H](c2ccccc2)[C@@H](CO)N1C(C)=O)C(=O)NC(C)C | -2.9
O=C(C[C@H]1C[C@@H]2c3cc(NC(=O)C4CCC4)ccc3O[C@@H]2[C@H](CO)O1)NCc1ccccc1 | 0.2
C/C=C/c1ccc2c(c1)O[C@H](CN(C)CCC)[C@H](C)CN([C@@H](C)CO)S2(=O)=O | -0.6
C[C@H](CO)N1C[C@H](C)[C@@H](CN(C)Cc2ccncc2)OCc2ccccc2-c2ccccc2C1=O | 0.8
C[C@H]1CN([C@@H](C)CO)C(=O)Cc2cc(NC(=O)Cn3cnnn3)ccc2O[C@H]1CN(C)C | 0.5
C[C@H](CO)N1C[C@H](C)[C@H](CN(C)C(=O)Nc2ccccc2)Oc2ccc(NS(=O)(=O)c3ccc(Cl)cc3)cc2C1=O | 0.0
C[C@@H]1CN([C@H](C)CO)C(=O)c2cc(NC(=O)CCCN(C)C)ccc2O[C@@H](C)CCCCO[C@@H]1CN(C)S(C)(=O)=O | -2.1
O=C(C[C@@H]1C[C@H]2c3cc(NC(=O)c4cccnc4)ccc3O[C@H]2[C@H](CO)O1)NCc1ccncc1 | 19
O=C(C[C@H]1CC[C@H]2[C@@H](COC[C@@H](O)CN2S(=O)(=O)c2ccc(F)cc2)O1)NCC1CC1 | -3.7
C[C@@H]1CN([C@@H](C)CO)C(=O)c2cc(NC(=O)CCC(F)(F)F)ccc2O[C@@H]1CN(C)CC1CC1 | 1.0
CCCNC(=O)N1[C@@H]2CN(C(=O)c3ccc(F)cc3)c3ccccc3[C@@H]2[C@@H]1CO | -2.5
O=C(C[C@@H]1C[C@H]2c3cc(NS(=O)(=O)c4ccc(F)cc4)ccc3O[C@H]2[C@H](CO)O1)NC1CCCC1 | -0.8
CCC(=O)Nc1ccc2c(c1)C(=O)N(C)C[C@H](OC)[C@@H](C)CN(C(=O)c1cnccn1)[C@H](C)CO2 | 3.3
CCCNC(=O)N(C)C[C@@H]1Oc2cc(-c3ccccc3)ccc2S(=O)(=O)N([C@H](C)CO)C[C@@H]1C | 0.6
C[C@H]1CN([C@@H](C)CO)C(=O)c2cc(NS(=O)(=O)c3ccc(F)cc3)ccc2O[C@H]1CN(C)S(=O)(=O)c1ccccc1 | -2.6
CC(=O)N1[C@@H]2Cn3c(ccc(-c4ccc(F)cc4)c3=O)[C@H]1[C@@H](C(=O)N(C)C)[C@@H]2CO | -1.2
O=C(c1ccccc1)N1C[C@@H]2[C@H](c3ccccc31)[C@@H](CO)N2S(=O)(=O)c1ccccc1 | -1.6
CO[C@H]1CN(C)C(=O)c2ccc(NC(=O)Nc3ccccc3F)cc2OC[C@@H](C)N(C(C)=O)C[C@H]1C | -1.4
Cc1ccc(S(=O)(=O)Nc2ccc3c(c2)C(=O)N([C@@H](C)CO)C[C@@H](C)[C@@H](CN(C)CC2CCCCC2)OCCCC[C@@H](C)O3)cc1 | 0.2
C[C@@H]1CCCCO[C@@H](CN(C)Cc2ccc3c(c2)OCO3)[C@H](C)CN([C@H](C)CO)C(=O)c2cc(NS(=O)(=O)c3ccc(Cl)cc3)ccc2O1 | 2.4

Laid out differently: entries from further up
C[C@@H]1CN([C@@H](C)CO)C(=O)c2cc(NC(=O)CCC(F)(F)F)ccc2O[C@@H]1CN(C)CC1CC1
  BioA inh = 1.0

CCCNC(=O)N1[C@@H]2CN(C(=O)c3ccc(F)cc3)c3ccccc3[C@@H]2[C@@H]1CO
  BioA inh = -2.5

O=C(C[C@@H]1C[C@H]2c3cc(NS(=O)(=O)c4ccc(F)cc4)ccc3O[C@H]2[C@H](CO)O1)NC1CCCC1
  BioA inh = -0.8

CCC(=O)Nc1ccc2c(c1)C(=O)N(C)C[C@H](OC)[C@@H](C)CN(C(=O)c1cnccn1)[C@H](C)CO2
  BioA inh = 3.3
